Compound activity (PubChem BioAssay)
IL2 activator: qHTS of IL-2 Activators. IL-2 activation reporter assay, cell-based qHTS; stimulated with anti-CD3/CD4/CD28 beads; in transgenic mouse T cells. activation, % (series mostly up to about 46 µM). 360,000 compounds, 0.065% hits; in the data active = activation above about 50%; inconclusive = mostly about 30% to 49%; note: 0% is about no effect
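First, unstimulated transgenic mouse T cells were exposed to compound for 60 min. Next, anti-CD3/anti-CD4-coated beads with anti-CD28 were added. Finally, after 18 h at 37 degrees C, EGFP and DsRed were imaged.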
CCT chaperon mod: High-Throughput Screening for Modulators of Cytosolic Chaperonin Activity. 360,000 compounds, 0.3% hits. AID 651819, 2012. purified chaperonin ATPase assay, HTRF ADP detection, 30 min. activity change, % (concentration not given with the values), hits read low; in the data active = activity change below about -30%; note: % is set by controls: 0 for no effect and ±100 for the full control effect
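First, chaperonin was dispensed at 40 nM or 20 nM final depending on batch activity. Next, compounds were pinned at 76 uM and ATP added at 10 uM. After 30 min at 37 °C, ADP detection reagents ran 30 min at ambient temperature.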
WRN helicase inh: qHTS for Inhibitors of WRN Helicase; WRN helicase unwinding, fluorescent forked duplex, kinetic; AID 651768, 2012; 360,000 compounds, 0.46% hits; Potency, µM (doses to about 114 µM), inactives show top-dose activity change, negative = inhibition, usual class: inhibitors; Bifunctional 3'-5' exonuclease/ATP-dependent helicase WRN (Homo sapiens), Q14191; note: potency is the fitted concentration of half-maximal effect; % is set by controls: 0 for no effect and ±100 for the full control effect; nearly all actives have a fitted effect of over 55% in size
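Kinetic red-fluorescence monitoring (525/598 nm) tracks WRN helicase activity after 100 nM fluorophore-quencher forked duplex and 2 mM ATP are added to 20 nM enzyme pretreated 15 min at room temperature with compound.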
EPAC1 ag: qHTS for Agonist of cAMP-regulated guanine nucleotide exchange factor 3 (EPAC1): primary screen; Potency, µM (highest dose often 154 µM), for the others: at the top dose activation, hits mostly activators; EPAC1 agonist qHTS, biochemical assay; response scale: 100% = response to 6.5 mM cAMP; AID 720707, 2013; Rap guanine nucleotide exchange factor 3 (Homo sapiens), O95398; 360,000 compounds, 0.073% hits; note: potency is the fitted concentration of half-maximal effect; nearly all actives have a fitted effect of over 60% in size
Target sequence (O95398 whole entry, looked up): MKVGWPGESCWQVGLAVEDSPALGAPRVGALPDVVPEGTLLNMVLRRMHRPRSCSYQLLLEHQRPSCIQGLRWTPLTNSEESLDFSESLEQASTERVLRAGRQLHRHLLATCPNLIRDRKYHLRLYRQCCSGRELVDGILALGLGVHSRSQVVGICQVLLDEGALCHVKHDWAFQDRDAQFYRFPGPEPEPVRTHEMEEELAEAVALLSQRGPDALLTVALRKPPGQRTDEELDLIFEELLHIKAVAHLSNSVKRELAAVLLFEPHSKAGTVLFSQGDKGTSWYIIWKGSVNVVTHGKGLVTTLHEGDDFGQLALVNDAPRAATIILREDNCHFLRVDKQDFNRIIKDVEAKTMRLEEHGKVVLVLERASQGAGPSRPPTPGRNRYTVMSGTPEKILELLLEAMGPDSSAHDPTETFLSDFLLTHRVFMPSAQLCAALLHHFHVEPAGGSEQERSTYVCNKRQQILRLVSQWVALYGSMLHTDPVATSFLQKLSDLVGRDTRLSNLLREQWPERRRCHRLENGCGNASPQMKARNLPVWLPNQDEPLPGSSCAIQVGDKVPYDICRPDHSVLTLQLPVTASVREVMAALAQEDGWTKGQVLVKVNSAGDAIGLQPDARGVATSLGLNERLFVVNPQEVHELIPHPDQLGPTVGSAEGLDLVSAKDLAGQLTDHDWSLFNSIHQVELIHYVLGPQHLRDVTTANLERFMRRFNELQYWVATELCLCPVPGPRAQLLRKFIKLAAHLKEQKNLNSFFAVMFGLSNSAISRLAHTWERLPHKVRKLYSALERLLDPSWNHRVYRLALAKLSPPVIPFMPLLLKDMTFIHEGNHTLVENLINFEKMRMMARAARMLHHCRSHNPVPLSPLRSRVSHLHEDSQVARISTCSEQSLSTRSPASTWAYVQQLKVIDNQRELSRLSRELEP
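Normalized to 6.5 mM cAMP, activity reflects EPAC1-catalysed release of BODIPY-GDP from Rap1B, followed kinetically over 30 min at 480 nm excitation, 540 nm emission. Reaction contained 100 nM EPAC1, 250 nM Rap1B-BODIPY-GDP, 50 uM GDP.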
PLK1 PBD inh: qHTS for Inhibitors of PLK1-PDB (polo-like kinase 1 - polo-box domain): Primary Screen | Serine/threonine-protein kinase PLK1 (Homo sapiens), P53350 | Plk1 PBD binding of FITC phosphopeptide, fluorescence polarization | Potency, µM, for the others: max response, negative = inhibition, actives largely listed as inhibitors | 360,000 compounds, 2.8% hits | AID 720504, 2013; note: potency is the fitted concentration of half-maximal effect; series mostly up to about 57 µM; % is set by controls: 0 for no effect and ±100 for the full control effect; nearly all actives have a fitted effect of over 65% in size
PI5P4K alpha inh: qHTS for Inhibitors of phosphatidylinositol 5-phosphate 4-kinase (PI5P4K) | PI5P4Kalpha enzyme, ADP-Glo luminescence, 60 min; active compounds read low | max response, % | 330,000 compounds, 1.2% hits; active = max response of -50% or lower; inconclusive = between -30% and -50%; inactive = -30% or higher; note: value at the top dose of about 77 µM; % is set by controls: 0 for no effect and ±100 for the full control effect
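Compounds were pin-transferred onto PI5P4Kalpha and substrate in HEPES pH 7.4 buffer with EGTA, CHAPS and 5% DMSO. ATP (5 microM final) started the reaction, which ran 60 minutes at room temperature before ADP-Glo detection.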
EPAC1 antag: qHTS for Antagonist of cAMP-regulated guanine nucleotide exchange factor 3 (EPAC1): primary screen. Rap guanine nucleotide exchange factor 3 (Homo sapiens), O95398. EPAC1 GEF assay, Rap1b-BODIPY-GDP exchange fluorescence. Potency, µM (doses to about 115 µM), inactives show top-dose activity change, negative = inhibition, actives largely listed as inhibitors. 360,000 compounds, 0.14% hits. AID 720709, 2013;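 note: potency is the fitted concentration of half-maximal effect; plate controls were vehicle for no effect and positive control for full effect; nearly all actives have a fitted effect of over 50% in size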
EPAC2 ag: qHTS for Agonist of cAMP-regulated guanine nucleotide exchange factor 4 (EPAC2): primary screen. EPAC2 activation, biochemical qHTS; response scale: 100% = 6.5 mM cAMP response. Potency, µM (series often up to 154 µM), without a hit: top-dose activation, usual class: activators. 360,000 compounds, 0.079% hits. AID 720711, 2013; note: potency is the fitted concentration of half-maximal effect; nearly all actives have a fitted effect of over 50% in size
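Exchange assay: 100 nM EPAC2 with 250 nM Rap1B-BODIPY-GDP and 50 uM GDP. Fluorescence (ex 480/em 540 nm) read every 5 min for 30 min at room temperature. Data normalized to 6.5 mM cAMP as agonist control.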
* hit, by the source's call; ? = inconclusive; . = not tested or not shown; [ ] = another dose, or the depositor's remark. Unless noted, calls come from the whole dose curve; as a rule, active = well fitted curve in the direction sought with a large enough effect; inconclusive = small, poorly fitted or top-dose-only effect, or another doubt; inactive = no such curve, though single readings can be large; an effect the other way counts as inactive or inconclusive. Not all compounds are listed; count on the stated rates, not on these rows.

entry	SMILES	IL2 activator	CCT chaperon mod	WRN helicase inh	EPAC1 ag
1	CCOC(=O)C1=C(C)N=C2SC(C)C(=O)N2C1c1cccc(F)c1 (stereo unspecified)	0.9	1.9	-12%	8%
2	Cc1ccccc1OCCn1cc(C=O)c2ccccc21	-0.9	-5.0	1%	11%
3	CS(=O)(=O)N1CCN(C(=O)CSc2ccccc2)CC1	0.1	2.8	-10%	2%
4	CCNc1nc(NC(C)C)nc(N(C#N)CCOc2ccc(Cl)cc2Cl)n1	-0.5	0.7	-9%	13%
5	O=C(Nc1ccc2ccccc2n1)c1ccccc1Br	-0.2	-13	-6%	13%
6	Cc1cc(SCC(=O)NC(=O)c2cccn2C)nc2ccccc12	-0.2	0.4	-9%	9%
7	CCN(CC)S(=O)(=O)c1ccc(OC(C)C)c(N)c1	0.2	-0.3	1%	3%
8	CCC1(C)Cc2c(sc3nnn(CC(=O)Nc4cccc5ccccc45)c(=O)c23)CO1 (stereo unspecified)	1.0	-0.7	-6%	-13%
9	O=C(NCCc1ccccc1)C(c1ccc(F)cc1)N(C(=O)c1csnn1)C1CC1 (stereo unspecified)	0.8	-0.8	-4%	0%
10	O=C(CCc1ccc(S(=O)(=O)N2CCOCC2)cc1)Nc1ccc(N2CCOCC2)cc1	4.1	-1.6	-3%	-3%
11	O=C(Cn1c(-c2ccccn2)nc2ccccc21)NCCN1CCOCC1	-2.5	1.9	-15%	-7%
12	O=[N+]([O-])c1cccc(N/N=C/c2cccc(O)c2O)c1	-0.3	2.0	-20%	6%

entry	PLK1 PBD inh	PI5P4K alpha inh	EPAC1 antag	EPAC2 ag
1	0%	-2	6%	-10%
2	-2%	-1	-13%	16%
3	-8%	6	-5%	5%
4	0%	.	2%	-1%
5	-2%	0	-5%	21%
6	?	-5	-1%	6%
7	1%	3	0%	8%
8	-4%	.	-8%	-2%
9	4%	0	0%	1%
10	0%	-3	10%	-3%
11	-11%	.	21%	2%
12	-19%	?	-22%	4%

The list goes on:
entry	SMILES	IL2 activator	CCT chaperon mod	WRN helicase inh	EPAC1 ag
13	O=C(CNC(=O)c1ccncc1)N/N=C/c1cccc([N+](=O)[O-])c1	-2.5	1.6	-4%	-6%
14	Cc1cc(C)c(C#N)c(SCc2ccccc2C(=O)O)n1	0.7	-0.6	1%	-5%
15	CCCCNCCOCCOc1ccccc1-c1ccccc1	1.1	-3.7	?	-25%
16	CC(Sc1nnc(-c2ccc(Cl)cc2)n1N)C(=O)NCC1CCCO1 (stereo unspecified)	-0.4	-0.5	-2%	1%
17	Oc1cccc(Nc2nc(-c3ccccc3Cl)nc3ccccc23)c1	-0.5	0.3	-12%	5%
18	CC12CC3CC1C(C(=O)O2)C3C(=O)O (stereo unspecified)	-1.6	-1.8	-1%	-3%
19	C/C=C/C(=O)OCC(=O)Nc1cc([N+](=O)[O-])ccc1Cl	1.2	1.0	3%	-5%
20	O=Cc1c(-[n+]2ccccc2)nc([O-])n1-c1ccccc1	-0.8	1.9	1%[57.1 µM]	0%
21	CCc1cc2cccc(C)c2nc1SCC(=O)Nc1nonc1C	-0.9	-2.9	2%	-1%
22	Cc1cc(-c2ccc(C)c(S(=O)(=O)NCCc3ccc(S(N)(=O)=O)cc3)c2)on1	1.3	0.7	0%	-1%
23	CC(C)c1cc(C(=O)NCc2cccnc2)no1	1.9	-5.7	5%	-8%
24	CC(C)C(CC(=O)N1CCCCC1)C1CCOC(C)(C)C1 (stereo unspecified)	2.3	-0.8	-9%	3%

entry	PLK1 PBD inh	PI5P4K alpha inh	EPAC1 antag	EPAC2 ag
13	-17%	5	-19%	2%
14	-1%	3	12%	8%
15	-9%	2	-25%	-1%
16	2%	4	3%	0%
17	0%	0	-16%	15%
18	-8%	20	-18%	11%
19	-8%	1	-6%	7%
20	-4%	2	-4%	-4%
21	-1%	0	4%	2%
22	5%	1	4%	3%
23	-1%	.	12%	-6%
24	2%	.	6%	-5%

The list goes on.
entry	SMILES	IL2 activator	CCT chaperon mod	WRN helicase inh	EPAC1 ag
25	CCOc1ccc(NC(=O)c2ccccc2CO)cc1	1.6	-1.2	8%	-3%
26	COc1ccc2nc(C)cc(Nc3ccccc3O)c2c1	-0.4	0.8	-10%	-4%
27	COc1ccccc1C(=O)NC(=O)COC(=O)CN1C(=O)NC(C)(C)C1=O	0.0	1.2	1%	11%
28	COc1ccccc1-n1c(SCC(=O)NC(C)(C)C)nnc1-c1ccco1	6.4	0.5	-9%	2%
29	O=C(COc1ccc2ccc(=O)oc2c1)c1ccccc1	-0.2	-4.6	-16%	9%
30	N#Cc1ccccc1OCC(=O)OCC(=O)NC1CCCCCC1	0.2	2.7	10%	-9%
31	O=C(CC1Oc2ccccc2NC1=O)NC1CCCC1 (stereo unspecified)	-1.5	-0.2	5%	-7%
32	CCC(=O)NCc1c(C)c(C)n(Cc2ccccc2)c1-n1cccc1	-3.6	1.8	6%	-2%
33	CC1CN(c2ncc(/C=N/NC(=O)c3ccccc3O)s2)CC(C)O1 (stereo unspecified)	-0.1	-1.1	-11%	1%
34	CCN1CCN(C(c2cccnc2)c2c(NC(=O)c3ccco3)sc(C)c2C)CC1 (stereo unspecified)	0.4	-0.6	6%	-6%
35	COc1cc(Cl)c(C)cc1NC(C)C(=O)Nc1cc(C(F)(F)F)ccc1N1CCOCC1 (stereo unspecified)	-1.9	0.7	-7%	-1%
36	CCc1nc2ccc(C(=O)NC(C)(C)C)cn2c1N(CC)Cc1cccc(Br)c1	-0.8	2.8	-6%	-1%

entry	PLK1 PBD inh	PI5P4K alpha inh	EPAC1 antag	EPAC2 ag
25	-9%	5	-1%	1%
26	27µM*	?	-39%	5%
27	6%	-6	-5%	4%
28	-3%	.	3%	3%
29	-2%	-2	-4%	8%
30	0%	-2	-10%	-6%
31	1%	-6	5%	-2%
32	-2%	-4	10%	4%
33	-11%	1	5%	7%
34	-4%	0	1%	3%
35	2%	-4	-7%	5%
36	-18%	-2	?	17%

Sorted by SMILES length (ascending): some entries from above
entry	SMILES	IL2 activator	CCT chaperon mod	WRN helicase inh	EPAC1 ag
26	COc1ccc2nc(C)cc(Nc3ccccc3O)c2c1	-0.4	0.8	-10%	-4%
29	O=C(COc1ccc2ccc(=O)oc2c1)c1ccccc1	-0.2	-4.6	-16%	9%
30	N#Cc1ccccc1OCC(=O)OCC(=O)NC1CCCCCC1	0.2	2.7	10%	-9%
33	CC1CN(c2ncc(/C=N/NC(=O)c3ccccc3O)s2)CC(C)O1 (stereo unspecified)	-0.1	-1.1	-11%	1%
28	COc1ccccc1-n1c(SCC(=O)NC(C)(C)C)nnc1-c1ccco1	6.4	0.5	-9%	2%
27	COc1ccccc1C(=O)NC(=O)COC(=O)CN1C(=O)NC(C)(C)C1=O	0.0	1.2	1%	11%
34	CCN1CCN(C(c2cccnc2)c2c(NC(=O)c3ccco3)sc(C)c2C)CC1 (stereo unspecified)	0.4	-0.6	6%	-6%

entry	PLK1 PBD inh	PI5P4K alpha inh	EPAC1 antag	EPAC2 ag
26	27µM*	?	-39%	5%
29	-2%	-2	-4%	8%
30	0%	-2	-10%	-6%
33	-11%	1	5%	7%
28	-3%	.	3%	3%
27	6%	-6	-5%	4%
34	-4%	0	1%	3%

Continued.
entry	SMILES	IL2 activator	CCT chaperon mod	WRN helicase inh	EPAC1 ag
37	CCCCN(CCCC)CCNC(=O)CN1C(=O)CSc2ccc(S(=O)(=O)N3CCCCC3)cc21	-6.3	2.5	2%	0%
38	Cc1cc(Br)ccc1NC(=O)CNC(=O)CSc1n[nH]c(N)n1	-0.3	-1.8	1%	1%
39	COc1ccc(Br)cc1C(=O)NC(=S)Nc1ccc(Cl)c(C(=O)O)c1	-0.3	-0.6	-16%	7%
40	CC(C)(C)NC(=O)CSc1nncn1NCc1ccccc1	-2.9	-1.8	4%	-4%
41	COc1ccc(C(c2sc3nc(C)nn3c2O)N2CCC(C(N)=O)CC2)cc1OC (stereo unspecified)	-2.4	-4.3	-5%	8%
42	O=C1NC(=Nc2ccccc2)S/C1=C\c1cccnc1	4.7	-0.8	-12%	-15%
43	CC1(C(=O)NS(=O)(=O)c2ccc(C#N)cc2)CCN1C(=O)CCc1ccc(Cl)cc1Cl (stereo unspecified)	0.6	0.4	7%	-7%
44	CC(C)(C)OC(=O)N[C@H](Cc1ccccc1)C(=O)N1CCC(C(=O)O)CC1	0.0	-4.1	-3%	8%
45	Cc1cccc(C)c1-n1c(=O)n(Cc2ccccc2)c(=O)c2[nH]cnc21	-2.2	3.6	-7%	-1%
46	COc1cc(CCC(=O)Nc2cc(Cl)ccc2N2CCN(C)CC2)cc(OC)c1OC	2.8	-1.2	-7%	5%

entry	PLK1 PBD inh	PI5P4K alpha inh	EPAC1 antag	EPAC2 ag
37	?	-7	16%	-2%
38	-20%	-6	1%	9%
39	12µM*	-65*	12%	7%
40	0%	1	-9%	0%
41	-4%	9	-9%	3%
42	-15%	?	-23%	4%
43	-13%	3	10%	8%
44	-8%	16	11%	-5%
45	-2%	-1	1%	9%
46	-8%	.	0%	-3%
